# Hck-Nef inh – inhibitors of Nef-activated human Hck kinase, primary screen, biochemical, Z-Lyte FRET, 384-well, Hck-YEEI; inhibition, % at 20 µM; Recombinant Hck-YEEI plus Nef, Z-Lyte FRET kinase assay; actives 0.68% (n = 220,000); Tyrosine-protein kinase HCK (Homo sapiens), P08631;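 active = Hck-Nef kinase inhibition above about 50%, limit read from the data; inactive = inhibition below that limit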;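 note: 0% = DMSO with Hck plus Nef and 100% = Hck alone without Nef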
# EBV gp42 block – Epstein-Barr virus gp42 inhibitors, primary screen, biochemical, uHTS, fluorescence polarization; Glycoprotein 42 (Epstein-Barr virus (strain AG876)), Q1HVG2; Fluorescence polarization binding assay, mP read-out; inhibition, % (tested at 21.74 µM); actives 0.42% (n = 220,000); AID 1085, 2008; in the data active = inhibition above about 50%
# MDM2 E3 inh – MDM2-luciferase reporter signal enhancers, primary screen, MDM2 E3 ligase inhibitor project, cell-based, luminescence, 1536-well; E3 ubiquitin-protein ligase Mdm2 (Homo sapiens), Q00987; cell-based MDM2 ubiquitination luciferase reporter, 2 h; 0 = plate control, 100 = twice control, blank-subtracted; signal enhancement, % at 5 µM; actives 0.11% (n = 210,000);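 active = signal enhancement of 30% or more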;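 note: luminescence tracks abundance of the self-degrading MDM2-luciferase fusion protein; higher signal means inhibition of MDM2 E3 ligase activity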
#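 system = mammalian cells stably expressing self-ubiquitinating, self-degrading MDM2 E3–luciferase fusion | quantity = 2000 cells per well seeded | incubation = 4 h cell settling then 2 h compound exposure, 37 °C | signal = SteadyLite luminescence, 15 min reagent step | benchmarks = plate control and blank wells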
# p47phox inh – p47phox/p22phox peptide binding inhibitors, primary screen, biochemical, uHTS, NADPH oxidase regulatory subunit; Neutrophil cytosol factor 1 (Homo sapiens), P14598; fluorescence polarization, 2 h; inhibition, % at 24.7 µM; actives 0.53% (n = 220,000);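 active = inhibition above about 30%, limit read from the data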;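 note: 0% = p47phox with labelled peptide and 100% = labelled peptide alone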
# zVAD death inh – inhibitors of zVAD-triggered necroptosis, primary screen, L929 cells; AID 1377, 2008; L929 zVAD necroptosis rescue, ATP luminescence, 24 h; with zVAD 60 µM; viability rescue, % at 10 µM; actives 0.38% (n = 220,000);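 active = activation, scaled between plate controls, above about 75%, limit read from the data; inactive = activation under that limit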;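 note: 0% = zVAD with DMSO and 100% = DMSO alone without zVAD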
# Runt-SMMHC FRET – inhibitors of RUNX1 Runt–CBFb-SMMHC binding, primary screen, biochemical, FRET, Cerulean-Runt, Venus-CBFb-SMMHC, uHTS | Runt-related transcription factor 1 (Homo sapiens) + Core-binding factor subunit beta … | Cerulean-Runt/Venus-CBFb-SMMHC FRET ratio 530/480, 1 h | inhibition, % at 20 µM | actives 0.74% (n = 220,000) | AID 1434, 2008;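 active = mean inhibition across duplicate retests at 20 µM reaching about 50%, limit read from the data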;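 note: 0% = DMSO wells and 100% = wells with excess untagged CBFb-SMMHC; inhibitors lower the FRET ratio by blocking Runt binding to CBFb-SMMHC; some results filed as inactive read as strong as hits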
# Target sequence (Q01196 whole entry, looked up): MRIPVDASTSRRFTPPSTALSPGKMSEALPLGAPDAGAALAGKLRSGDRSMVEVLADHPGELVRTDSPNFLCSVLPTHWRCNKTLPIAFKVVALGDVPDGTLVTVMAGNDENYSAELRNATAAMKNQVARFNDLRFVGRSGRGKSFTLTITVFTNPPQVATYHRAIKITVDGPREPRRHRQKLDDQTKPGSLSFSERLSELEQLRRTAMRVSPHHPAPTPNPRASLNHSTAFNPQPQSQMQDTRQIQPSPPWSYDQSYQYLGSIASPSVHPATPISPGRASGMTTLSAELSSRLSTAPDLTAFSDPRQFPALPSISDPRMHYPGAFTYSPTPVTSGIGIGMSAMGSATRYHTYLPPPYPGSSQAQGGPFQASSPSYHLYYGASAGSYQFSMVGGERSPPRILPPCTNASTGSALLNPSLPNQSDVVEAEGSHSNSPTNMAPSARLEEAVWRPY
# Target sequence (Q13951 whole entry, looked up): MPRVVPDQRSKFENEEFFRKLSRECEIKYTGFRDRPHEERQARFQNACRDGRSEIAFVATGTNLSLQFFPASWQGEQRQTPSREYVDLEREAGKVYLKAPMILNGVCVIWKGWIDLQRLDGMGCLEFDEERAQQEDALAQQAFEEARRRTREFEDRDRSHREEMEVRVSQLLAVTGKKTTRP
# Runt-CBFb FRET – inhibitors of RUNX1 Runt–CBFb binding, primary screen, biochemical, FRET, Cerulean-Runt, Venus-CBFb, uHTS; Runt-related transcription factor 1 (Homo sapiens) + Core-binding factor subunit beta …; Cerulean-Runt/Venus-CBFb FRET ratio 530/480, 1 h; inhibition, % at 20 µM; actives 0.46% (n = 220,000);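 active = inhibition over about 50% at 20 µM in the single-dose screen, limit read from the data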;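 note: 0% = DMSO wells and 100% = excess unlabeled CBFb competitor control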
#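 Doses: 20 µM compound in 1% DMSO | Material: Cerulean-labeled Runt domain protein | Amount: Each fluorescent fusion protein 100 nM | Schedule: Two 1 h room-temperature incubations shielded from light | Measured by: FRET fluorescence | Evaluation: Loss of energy transfer signal | Controls: Unlabeled CBFb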
# 14-3-3 Bad inh – inhibitors of 14-3-3 zeta/Bad binding, primary screen, biochemical, TR-FRET, bovine 14-3-3 zeta; actives 0.71% (n = 220,000); TR-FRET 14-3-3zeta/Dy647-pBad peptide displacement, 1 h; AID 781, 2007; inhibition, % at 21.7 µM; 14-3-3 protein zeta/delta (Bos taurus), P63103;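 active = inhibition above about 70%, limit read from the data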;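 note: 0% = full 14-3-3 plus peptide FRET controls and 100% = background without 14-3-3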
# Target sequence (P63103 whole entry, looked up): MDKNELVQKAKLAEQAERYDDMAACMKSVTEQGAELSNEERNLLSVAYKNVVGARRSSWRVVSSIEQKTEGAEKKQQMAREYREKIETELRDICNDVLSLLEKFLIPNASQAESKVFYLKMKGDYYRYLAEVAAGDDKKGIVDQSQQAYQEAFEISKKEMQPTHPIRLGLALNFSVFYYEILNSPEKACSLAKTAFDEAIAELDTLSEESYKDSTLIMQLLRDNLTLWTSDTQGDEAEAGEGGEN
# Tb hexokinase – Trypanosoma brucei hexokinase 1 inhibitors, primary screen, biochemical, G6PDH-coupled NADH absorbance, MLSCN library. hexokinase 1 [Trypanosoma brucei]. actives 0.11% (n = 220,000). inhibition, % at 10 µM. recombinant TbHK1, G6PDH-coupled NADH A340;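 active = inhibition of 50% or more in the single-dose primary screen; inactive = inhibition below 50%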
# Numbers without * were called inactive; / = not tested or not shown; [ ] = remark or other dose.
[1] CC(C)C(NC(=O)OC(C)(C)C)C(=O)NC(CCC(=O)OCc1ccccc1)C(N)=O (centres undefined)
[2] Cc1ccc(-c2nn(C)c(=O)c3ccccc23)cc1CNC(=O)CSc1nc2ccccc2o1
[3] Cc1cc(O)c(C=O)c2c1C(=O)Oc1c(CO)c(O)c3c(c1O2)C(O)OC3=O (centres undefined)
[4] Clc1ccccc1-c1ncnc2ccc(Br)cc12
[5] COc1ccc(NC(=S)N(CCCN2CCCC2)Cc2cccs2)cc1
[6] CN1C(C(=O)NCc2cccc(Br)c2)CC2Cn3c(nc4cc(Cl)c(Cl)cc43)C21 (centres undefined)
[7] COc1ccc(C(=O)C(C)N(C(=O)c2ccc(Cl)cc2Cl)N2C(=O)C3C4C=CC(C4)C3C2=O)cc1 (centres undefined)
[8] Cc1cc(C2=NNC(=NCc3ccccc3)SC2)c(C)n1-c1c(C)n(C)n(-c2ccccc2)c1=O
assay / entry	1	2	3	4	5	6	7	8
14-3-3 Bad inh	8	5	58	-3	-11	-8	-3	19
Runt-CBFb FRET	-3	-2	53*	-1	0	1	-1	2
MDM2 E3 inh	-6	18	3	-13	-10	1	-1	8
Hck-Nef inh	13	-1	33	6	2	20	0	4
zVAD death inh	1.4	-0.4	1.4	-0.6	-0.9	0.5	0.2	0.2
EBV gp42 block	-5	6	-1	10	1	2	5	-8
Runt-SMMHC FRET	-1	3	40	-2	-7	1	0	0
p47phox inh	4	18	-25	2	-13	-9	-9	-9
Tb hexokinase	3	0	22	-4	7	2	-5	-14

[9] CCCCN1Cc2c(nc3cc(-c4ccco4)[nH]n3c2=O)C1=O
[10] COC(=O)c1sccc1-c1ccc(C(=O)Nc2ccccc2)o1
[11] Cc1c(NC(=O)c2cc(-n3cnnc3)ccc2Cl)cccc1-c1nc2ccccc2s1
[12] O=C(COc1cc(O)c2c(=O)cc(-c3ccccc3)oc2c1)c1ccccc1
[13] COc1ccc(CN2C(=O)NC3(CCOc4ccccc43)C2=O)cc1F (centres undefined)
[14] COc1ccc(C(=O)Nc2ccccc2-c2ccccc2)cc1Cl
[15] C=CCNC(=S)NN(c1ccccc1)c1ccccc1
[16] Cc1ccc(S(=O)(=O)NC(C)C(c2cccs2)N2CCN(C)CC2)cc1 (centres undefined)
assay / entry	9	10	11	12	13	14	15	16
14-3-3 Bad inh	7	5[fluorescence artefact?]	-3	11	6	19	-13	-3
Runt-CBFb FRET	15	0	0	/	1	-2	-2	-1
MDM2 E3 inh	-9	-9	-12	0	-15	-52	-31	-6
Hck-Nef inh	16	-1	1	18	0	6	3	8
zVAD death inh	-0.4	0.8	0.1	0.2	0.8	0.5	0.8	-0.8
EBV gp42 block	-2	-2	15	2	-35	20	-6	-7
Runt-SMMHC FRET	8	2	-4	-4	-1	-1	-2	4
p47phox inh	-10	-19	-6	-9	-4	-15	-8	-1
Tb hexokinase	-13	-22	8	-4	1	14	1	4

[17] CC(=O)c1c(-c2ccc(Cl)cc2Cl)noc1C
[18] COCc1c(C(=O)OC)nnn1-c1ccc(C(F)(F)F)cc1[N+](=O)[O-]
[19] O=C(Nc1cccc(Oc2ccc3c(c2)C(=O)NC3=O)c1)c1ccco1
[20] O=C(CSc1nnc2ccccn12)c1ccc(Cl)cc1
[21] Cc1nc(C)c(-c2ccnc(/N=C/NO)n2)s1
[22] Cc1ccc(S(=O)(=O)N2CCN(Cc3cccc(C)c3O)CC2)cc1
[23] CCc1ccccc1NC(=S)NC1CC2CCCC(C1)N2Cc1cccs1 (centres undefined)
[24] CC(C)OC(=O)NC(c1ccccc1)C(Cl)(Cl)Cl (centres undefined)
assay / entry	17	18	19	20	21	22	23	24
14-3-3 Bad inh	-5	-10	-5	-14	-2	5	2	8
Runt-CBFb FRET	1	0	0	/	2	-1	0	-1
MDM2 E3 inh	-2	-21	-2	-11	-16	3	-24	1
Hck-Nef inh	0	4	8	5	18	-4	0	0
zVAD death inh	1.4	0.0	2.2	-0.3	11	0.5	-0.4	-0.7
EBV gp42 block	0	-6	-5	-9	-5	-6	2	0
Runt-SMMHC FRET	1	2	0	9	0	-5	-1	-2
p47phox inh	-25	1	-28	-5	6	-5	-4	7
Tb hexokinase	-12	-7	-1	-1	29	6	-1	-2

[25] Cc1ccc(NC2=CC(=O)OC(C)C2)cc1 (centres undefined)
[26] COc1ccccc1N1CCN(C(=O)CSc2ncnc3scc(-c4ccccc4)c23)CC1
[27] Cc1ccc(NC(=O)CS(=O)CC(=O)NCCCN(C)c2ccccc2)cc1 (centres undefined)
[28] O=C(Cc1cccs1)N1CCN(S(=O)(=O)c2ccc(F)cc2)CC1
[29] CCN(CC)C(=O)Cn1cc(SCC(=O)Nc2cc(C)on2)c2ccccc21
[30] CC(=O)c1cccc(N=C2NC(=O)C(CO)(CO)S2)c1
[31] CCC(C)C1NC(=S)N(C2CCCCC2)C1=O (centres undefined)
[32] CCCOc1ccc(CCN2CCC(=O)NC2=O)cc1C
assay / entry	25	26	27	28	29	30	31	32
14-3-3 Bad inh	-12	-7[fluorescence artefact?]	-15	-2	-3	-1	-12	-4[fluorescence artefact?]
Runt-CBFb FRET	4	-1	-1	/	0	0	0	-2
MDM2 E3 inh	-15	-2	-11	-5	-13	8	-11	-11
Hck-Nef inh	-12	3	-24	3	23	5	0	0
zVAD death inh	-0.7	0.3	0.0	0.0	0.6	-0.2	0.5	2.4
EBV gp42 block	-19	-21	-3	-6	-9	-7	-13	-29
Runt-SMMHC FRET	-2	0	4	2	1	-6	-1	5
p47phox inh	-9	-25	-1	-6	-7	-4	-9	1
Tb hexokinase	-7	-1	-3	-7	4	-1	10	29

[33] COc1ccc2cnn(CCOc3cc(C)ccc3C(C)C)c(=O)c2c1OC
[34] Cc1ccc(NC(=O)CCCN2C(=S)NC(C)(C)CC2C)cc1 (centres undefined)
[35] O=C(CSc1nnc(SCc2ccc(Cl)cc2)s1)N/N=C/c1c(Cl)cccc1Cl
[36] Cc1ccc(NC(=O)C2CCCN(S(=O)(=O)c3ccc4c(c3)oc(=O)n4C)C2)nc1 (centres undefined)
[37] COc1ccc2c(Cl)c(C(=O)NN3CCN(C)CC3)sc2c1
[38] COc1ccc(/C=C(\C#N)C(=O)OCC(=O)Nc2ccc(-c3nc4ccc(C)cc4s3)cc2)cc1
[39] C#CCOC(=O)/C(=C/c1ccc(F)cc1)NC(C)=O
[40] O=C(NCCCCc1ccccc1)C12CN(Cc3ccccc3)CC1C(c1cccc([N+](=O)[O-])c1)=NO2 (centres undefined)
assay / entry	33	34	35	36	37	38	39	40
14-3-3 Bad inh	9	-12	2	1[fluorescence artefact?]	0	7	9	-6
Runt-CBFb FRET	-6	1	0	1	1	-15	1	-1
MDM2 E3 inh	-11	-8	-12	-18	-15	-52	-8	0
Hck-Nef inh	-1	-10	-1	-6	7	28	-2	-2
zVAD death inh	/	0.6	0.7	0.1	12	1.2	-0.7	0.9
EBV gp42 block	-6	-7	2	-9	5	-47	-13	1
Runt-SMMHC FRET	-7	-19	-2	-2	0	-24	2	0
p47phox inh	-3	2	-2	-5	-3	-60	-1	7
Tb hexokinase	-2	-4	11	3	-11	-26	13	13

[41] COc1cc(OC)cc(C(=O)NC(=S)Nc2cccnc2)c1
[42] CC1=C(C(=O)OC(C)C)C(c2c[nH]c3ccccc23)n2ncnc2N1 (centres undefined)
[43] O=S(=O)(Nc1cc(Sc2cccc3cccnc23)c(O)c2ccccc12)c1ccc(F)cc1
[44] O=C(Cc1ccccc1)N/N=C/c1cc(Br)cc(Cl)c1O
[45] Cc1ccc(-n2nc(CC#N)c(C#N)c2N)cc1
[46] Cc1ccsc1/C=C1\SC(N2CCOCC2)=NC1=O
[47] C=CCN(CC=C)CCOc1ccccc1
[48] C[C@H](NC(=O)Cc1cccc2ccccc12)C(=O)N1CCCN(C)CC1
assay / entry	41	42	43	44	45	46	47	48
14-3-3 Bad inh	-7	-1	23[fluorescence artefact?]	-17	-4	-15[fluorescence artefact?]	21	-8
Runt-CBFb FRET	-1	0	12	28	-1	-4	1	2
MDM2 E3 inh	-4	-9	17	8	-16	-7	20	-10
Hck-Nef inh	2	3	3	5	3	1	2	16
zVAD death inh	0.5	0.5	40	8.0	0.9	0.9	0.5	0.4
EBV gp42 block	-11	-15	-7	-6	-2	-13	13	2
Runt-SMMHC FRET	-2	1	33	92*	0	-3	2	3
p47phox inh	-5	-13	9	3	-21	-10	-1	-5
Tb hexokinase	0	4	-7	3	-9	-23	30	4

# An excerpt from above in order of their number in Runt-SMMHC FRET, highest first:
entry | SMILES | Runt-SMMHC FRET
44 | O=C(Cc1ccccc1)N/N=C/c1cc(Br)cc(Cl)c1O | 92*
43 | O=S(=O)(Nc1cc(Sc2cccc3cccnc23)c(O)c2ccccc12)c1ccc(F)cc1 | 33
45 | Cc1ccc(-n2nc(CC#N)c(C#N)c2N)cc1 | 0
41 | COc1cc(OC)cc(C(=O)NC(=S)Nc2cccnc2)c1 | -2
46 | Cc1ccsc1/C=C1\SC(N2CCOCC2)=NC1=O | -3

# Quoted from above, compounds 47–48
[47] C=CCN(CC=C)CCOc1ccccc1
[48] C[C@H](NC(=O)Cc1cccc2ccccc12)C(=O)N1CCCN(C)CC1
assay / entry	47	48
14-3-3 Bad inh	21	-8
Runt-CBFb FRET	1	2
MDM2 E3 inh	20	-10
Hck-Nef inh	2	16
zVAD death inh	0.5	0.4
EBV gp42 block	13	2
Runt-SMMHC FRET	2	3
p47phox inh	-1	-5
Tb hexokinase	30	4

# More compounds:
[49] CC(C)SCCCOc1ccc(C(C)(C)C)cc1
[50] O=C(COC(=O)c1ccc(S(=O)(=O)N2CCCC2)cc1)NCc1ccccc1
[51] CCS(=O)(=O)CCSc1nc(C)cc(C)c1C#N
[52] CCNC(=O)Oc1ccc(-c2csnn2)cc1
assay / entry	49	50	51	52
14-3-3 Bad inh	-1	-1	-4	-10
Runt-CBFb FRET	3	1	0	1
MDM2 E3 inh	-16	-24	-13	-15
Hck-Nef inh	-1	1	-28	24
zVAD death inh	0.5	0.3	0.7	0.9
EBV gp42 block	-8	-25	-9	-6
Runt-SMMHC FRET	2	-4	2	4
p47phox inh	-7	4	-11	-2
Tb hexokinase	-1	-3	4	-3

# Part of the list above with just Hck-Nef inh and MDM2 E3 inh.
nr	structure	Hck-Nef inh	MDM2 E3 inh
51	CCS(=O)(=O)CCSc1nc(C)cc(C)c1C#N	-28	-13
49	CC(C)SCCCOc1ccc(C(C)(C)C)cc1	-1	-16
